PERK inh = blocks human PERK kinase; Q9NZJ5; CHO PERK-DD fusion, SEAP luminescence translation reporter; inhibition, % at 5.6 µM; actives 0.17% (n = 220,000); AID 1416;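 active means inhibition above the mean inhibition of all tested compounds plus 3 SD, set separately per screening campaign, cut at about 2.9% in these data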;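 further: PERK kinase domain activated by AP20187 dimerizer at 100 nM; 0% = DMSO with dimerizer and 100% = rapamycin at 8.4 µM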
m-calpain inh = inhibitors of pig calpain II | purified calpain II, fluorogenic peptide substrate, 30 min | inhibition, % at 16 µM | actives 0.37% (n = 220,000) | AID 1236;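 active means inhibition above about 50%, limit read from the data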
TNF necrop inh = inhibitors of TNF-alpha induced necroptosis in Jurkat FADD-/- cells; Jurkat FADD-/- TNF necroptosis rescue, ATP luminescence, 24 h; 0 = TNF only, 100 = no-TNF cells; activation (protection from cell death), % at 10 µM; actives 0.068% (n = 220,000); AID 463075;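 active means activation, meaning protection from cell death, of at least 50% relative to plate controls; inactive means activation below 50%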;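 further: necroptosis triggered by 40 ng/mL TNF-alpha added together with compound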
MDM2 E3 inh = Mdm2 E3 ligase (human) inhibition; signal enhancement, % at 5 µM; Q00987; cell-based MDM2 ubiquitination luciferase reporter, 2 h; 0 = plate control, 100 = twice control, blank-subtracted; actives 0.11% (n = 210,000);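 active means signal enhancement of 30% or more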;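 further: luminescence tracks abundance of the self-degrading MDM2-luciferase fusion protein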
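Buffer or medium: Cells held in DMEM | Assay system: Stable mammalian line carrying autodegrading MDM2–luciferase fusion reporter | Quantity: 2000 cells/well | Times: 4 h settle plus 2 h compound, 37 °C | Doses: One concentration, 5 µM, with 0.2% DMSO | Technique: Luminescence with SteadyLite reagent, 15 min at room temperature | Benchmarks: Plate controls and plate blanks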
KCC2 mod = modulates chloride dependent transport by human KCC2; Q9H2X9; KCC2 cells, thallium flux FluoZin-2 fluorescence; B-score of Tl+ flux slope (higher = more flux/activation; lower = inhibition) at 10 µM; actives 2.2% (n = 190,000); AID 1456;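 active means thallium flux slope and its plate-corrected score both differing from the plate sample mean at a set confidence after two filtering rounds, in either direction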;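 further: slope of fluorescence scaled to starting intensity during 10 to 20 s after thallium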
eIF4E-4G inh = blocks eIF4E binding to eIF4G. actives 0.37% (n = 220,000). P63073+Q04637. TR-FRET eIF4E-eIF4GI(517-606) binding, 2 h. inhibition, % at 21.7 µM. AID 782;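 active means inhibition above about 30%, limit read from the data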;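 further: 0% = full FRET control wells and 100% = background wells lacking eIF4GI fragment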
zVAD death inh = blocks zVAD induced death of L929 cells. L929 zVAD necroptosis rescue, ATP luminescence, 24 h; with zVAD 60 µM. viability rescue, % at 10 µM. actives 0.38% (n = 220,000);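 active means activation, scaled between plate controls, above about 75%, limit read from the data; inactive means activation under that limit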;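 further: 0% = zVAD with DMSO and 100% = DMSO alone without zVAD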
EBV gp42 block = inhibitors of Epstein-Barr virus glycoprotein 42 | Q1HVG2 | Fluorescence polarization binding assay, mP read-out | inhibition, % (tested at 21.74 µM) | actives 0.42% (n = 220,000) | AID 1085; in the data active means inhibition above about 50%
Rad51 HR inh = Rad51 (human) homologous recombination inhibition; hRad51 DNA strand exchange, fluorescence dequenching; inhibition, % at 10 µM; actives 0.085% (n = 200,000);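 active means inhibition above 40% at the single screening dose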;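 further: 0% = DMSO control wells and 100% = blanks with heterologous ssDNA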
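Test system – preformed human Rad51 ssDNA filaments · Reagent – Donor/quencher-labelled 47-bp dsDNA substrate · Incubation – 37 °C 15-min filament assembly, 30-min compound preincubation, 15-min exchange · Signal – FRET fluorescence dequenching, excitation 485 nm, emission 520 nm · Read-out – percent inhibition from fluorescence, normalised to plate control and blank means · Benchmarks – plate control and blank wells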
Active calls of the source: *; x = not tested or not shown; [ ] = remark or other dose.

SMILES	PERK inh	m-calpain inh	TNF necrop inh	MDM2 E3 inh	KCC2 mod	eIF4E-4G inh	zVAD death inh	EBV gp42 block	Rad51 HR inh
CCOc1ccc(N(CC(=O)NN=C2CCN(C)CC2)S(C)(=O)=O)cc1	0.4	5	1.4	-10	0.2	-3	0.6	-24	3
COc1ccc(OC)c(S(=O)(=O)N(C)CC(=O)Nc2cc(Cl)ccc2OC)c1	-0.1	5	-1.2	-22	-0.13	3	0.3	-23	-2
O=c1c2ccccc2nc2sc3ccccc3n12	1.1	-12	-1.8	3	x	6	-0.1	-30	6
CC(=NCCCn1ccnc1)c1c(O)n(Cc2ccccc2)c(=O)[nH]c1=O	0.0	-13	0.5	-7	-1.8	-1	-0.6	-21	-5
CCNC(=O)CSc1nc(-c2ccccc2)cs1	0.7	18	20	-20	-2.4	1	-0.7	1	-6
O=C(CCc1ccccc1)NCC(=O)N/N=C/c1ccc(O)cc1O	3.4*	-50	-9.4	-5	-0.61	-8	2.1	-12	-4
O=C(O)CCC(CNS(=O)(=O)c1ccccc1)C(F)(F)F (stereo unspecified)	0.8	9	0.1	2	0.98	-6	1.3	1	-2
COC(=O)C(Cc1ccccc1)NC(=O)C(CC(C)C)NC(=O)OC(C)(C)C (stereo unspecified)	-0.1	22	0.6	-7	0.012	1	0.3	7	x
O=C(CCN1CCN(c2ccccc2)CC1)Nc1ccc(Cl)cc1	0.2	-2	1.4	x	0.089	0[fluorescence artefact?]	-0.5	-9	6
N#CC1=C(N)OC2=C(C(=O)CCC2)C12CCN(C(=O)OCc1ccccc1)CC2	x	-9	x	6	x	-1	x	-7	-10
CN(C(=O)c1ccno1)c1nnc(-c2cccnc2)s1	0.6	-2	-0.6	-6	x	-3	1.4	-3	1
C#CC[N+]1(CC#Cc2ccc(C#CC[N+]3(CC#C)CCOCC3)cc2)CCOCC1	0.5	-12	-2.1	-23	x	2[fluorescence artefact?]	0.1	-25	x
O=C(CCS(=O)(=O)c1cccs1)Nc1ccc(C(=O)NCc2ccccc2)cc1	-0.9	13	0.3	-1	1.2	-3	-0.1	-12	0
CCOC(=O)Cc1csc(NC(=O)c2ccc(S(=O)(=O)N(CCOC)CCOC)cc2)n1	1.6	-4	-0.3	-2	-0.96	1	-0.1	9	6
OCCN1CCN(CCCN2c3ccccc3Sc3ccc(C(F)(F)F)cc32)CC1	-1.6	-42	2.5	x	2.4	7	1.2	-8	-4
CCOc1ccccc1N1CCN(c2nc3ccccc3nc2C(C#N)C(=O)OC)CC1 (stereo unspecified)	0.0	-37	-16	-9	x	3	0.7	-7	-4
COc1cccc2c(=O)c3ccoc3n(C)c12	-0.2	-72	-1.0	-6	0.011	5	-0.4	-11	5
COc1cc(CCC(=O)N2CCN(S(=O)(=O)c3ccc(C)c(C)c3)CC2)cc(OC)c1OC	-0.9	-6	0.4	-4	x	1	-1.1	-26	-4
O=C(OC(C(=O)NC1CCCC1)c1ccccn1)c1cccs1 (stereo unspecified)	-0.1	-23	-0.3	-6	0.82	1[fluorescence artefact?]	-0.2	2	2
S=c1[nH]nc(Nc2cccc3ccccc23)s1	0.1	22	0.3	-11	30*	2	0.8	-11	-3
COc1ccc(N(C)S(=O)(=O)c2cccc3cccnc23)c(OC)c1	0.8	12	-6.8	-67	0.93	4	0.7	-7	-3
O=C(NCCCN1CCCC1=O)NC1CCCCC1	1.3	-10	0.0	-9	-0.3	5	0.2	-26	-11
O=C(CCn1c(=O)[nH]c2ccsc2c1=O)NCc1ccc(F)cc1	0.6	52*	1.6	3	1.3	-4	2.2	-7	16
C=C1[C@@H](C)C2[C@H](Cc3ccccc3)NC(=O)[C@]23OC(=O)CC[C@H](O)CCC[C@H](C)C/C=C/[C@H]3[C@@H]1O (stereo partly specified)	x	-8	-18	1	-1.5	-20	0.9	-9	2
COc1cc2c(cc1OC)C(C)N(C(=O)c1cc3ccccc3o1)CC2 (stereo unspecified)	-1.8	-47	2.2	-6	-0.15	-15	1.8	-6	-9
SMILES	PERK inh	m-calpain inh	TNF necrop inh	MDM2 E3 inh	KCC2 mod	eIF4E-4G inh	zVAD death inh	EBV gp42 block	Rad51 HR inh
N/C(=N\OC(=O)CCc1ccccc1)c1ccc(Br)cc1	1.6	12	-3.2	-27	x	11	0.2	-10	3
O=C(NCc1ccco1)c1ccc(N2CCCC2=O)cc1	0.2	-9	-0.4	-20	x	-9	-0.6	-8	-4
Cn1c(=O)c2c(nc(SCCN3CCOCC3)n2Cc2ccccc2)n(C)c1=O	0.3	-23	-1.5	3	0.8	4	-1.4	-6	-1
CC(C)Cn1c(N)c(C(=O)COC(=O)/C=C/c2cccs2)c(=O)n(C)c1=O	0.8	53*	-1.6	-15	-0.77	0	0.5	-15	19
CC(Cl)C(=O)NNc1cccc(Cl)n1 (stereo unspecified)	0.4	-5	-1.8	-7	0.52	5	-0.3	-17	17
Cc1ccc(NC(=O)/C=C/C(=O)O)c([N+](=O)[O-])c1	-0.1	16	0.7	-2	0.14	2	0.5	9	2
Cc1n[nH]c(C)c1Cc1ccc(C(=O)O)cc1	1.1	-1	-0.5	-8	1.1	2	0.0	-21	-1
CN(CCOC(=O)c1cccc(Br)c1)C(C)(C)C	0.6	-15	-0.3	-4	-0.021	-3[fluorescence artefact?]	-1.2	-20	x
Cc1ccc(S(=O)(=O)NC2c3cccc4cccc(c34)C2Sc2nc(C)cc(C)n2)cc1 (stereo unspecified)	-0.6	-4	1.0	11	0.072	10	1.3	-5	-6
Cc1ccc(NC(=O)CCC(=O)O)cc1F	0.7	-51	-1.4	4	x	2	-0.2	0	-4
CC1CN(c2oc(-c3ccco3)nc2S(=O)(=O)c2ccccc2)CC(C)O1 (stereo unspecified)	0.1	16	0.5	-14	0.84	7	-0.2	3	-1
Cn1c(=O)c2c(ncn2CC(=O)N2CCN(c3ccccc3F)CC2)n(C)c1=O	0.3	2	0.7	-11	x	-2[fluorescence artefact?]	1.1	-15	8
O=C(O)c1cn(Cc2ccccc2Cl)c2ccc(S(=O)(=O)N3CCOCC3)cc2c1=O	0.6	-9	0.4	-5	0.0055	-1	-0.1	-8	-28
O=C(Cn1cc(C(F)(F)F)cc(Cl)c1=O)Nc1cccc(Cl)c1	0.7	-7	3.7	-12	1.9	4[fluorescence artefact?]	0.2	-12	x
COC(=O)c1cc(C(=O)OC)n(Cc2ccc(C)cc2)c1C	-0.5	3	7.1	-3	-0.13	3	-0.6	16	-2
COc1cccc(CN2CCN(Cc3ccon3)CC2CCO)c1 (stereo unspecified)	0.8	-21	0.0	-7	0.059	-1	0.2	-1	1
Cc1ccc(Cn2nc(C)c(NC(=O)C3CC3)c2C)cc1	-0.4	-13	-0.9	x	-0.42	-2[fluorescence artefact?]	0.1	1	1
CCOC(=O)C1CCCN(C(=S)Nc2cccc(Cl)c2C)C1 (stereo unspecified)	0.1	-7	2.8	-9	0.013	5	-0.1	-16	2
CN(C)CCOC(=O)c1cccc(Br)c1	-0.4	14	0.0	-13	0.97	-11	0.8	0	4
CCCOc1ccc(N2CC(C(=O)NC(C)C)CC2=O)cc1 (stereo unspecified)	-0.4	13	0.0	-4	0.34	-1	0.1	5	-3
O=C(Nc1cc2nn(-c3ccccc3)nc2cc1Cl)c1ccco1	1.2	5	-0.4	-9	0.5	7	0.0	-3	7
NC1=NC(=O)C(CC(=O)c2ccc(Cl)cc2)S1 (stereo unspecified)	-0.8	21	2.8	-6	-0.086	7[fluorescence artefact?]	0.9	7	-3
Cc1ccc(/C=N/Nc2nc(C(C)(C)C)cs2)o1	-0.2	11	2.3	-8	-0.17	7	5.5	-8	-12
CC(C)(C)c1ccc(-c2noc(CCC(=O)N3CCOCC3)n2)cc1	-0.3	-2	0.2	-36	-0.78	-1	4.8	-2	8
COCCNC(=O)Cn1cnc2sc(C)c(S(=O)(=O)N3CCC(C)CC3)c2c1=O	0.3	3	0.9	-9	x	0	1.1	-1	-3
SMILES	PERK inh	m-calpain inh	TNF necrop inh	MDM2 E3 inh	KCC2 mod	eIF4E-4G inh	zVAD death inh	EBV gp42 block	Rad51 HR inh
CCNS(=O)(=O)c1ccc(OCCNS(C)(=O)=O)cc1	0.8	18	-1.0	-3	0.021	-1	0.5	0	-2
O=C(CSc1nnc(-c2ccccc2)n1Cc1ccccc1)NC1CC1	0.2	-1	-1.6	-7	x	3	-0.1	-7	-1
O=C(NC(=O)c1c(F)cccc1F)Nc1ccccc1SC(F)F	-1.1	13	1.0	-10	-0.32	2	0.1	6	x
CCOC(=O)Cc1csc(NC(=S)NC(=O)c2ccc(F)cc2)n1	2.5	8	-1.8	-19	11*	0	-0.2	-15	x
COc1ccc(C(=O)O/N=C(\N)c2ccccn2)c(OC)c1	-0.2	-6	1.6	-43	0.64	8	-0.2	-5	x
O=C(Cc1c[nH]c2ccccc12)NNC(=O)c1ccccc1	-0.1	15	0.6	-10	0.32	5	-0.5	-17	-4
COc1ccc(-c2c3c(=O)n(C)c(=O)n(C)c3cn2-c2ccccc2)cc1	-1.2	-89	-1.2	-11	x	-9	0.6	-13	11
Cc1ccc(-n2cnc3c(sc4nc(N5CCOCC5)c5c(c43)CCCC5)c2=O)cc1	1.0	-48	2.2	1	0.077	-1	0.5	6	x
O=C(C1=NNCC1c1ccccc1)C1CO1 (stereo unspecified)	1.1	14	91*	17	1.2	20	99*	-7	2
Cn1c(=O)c2cc(S(=O)(=O)NCCC(=O)NCCC3=CCCCC3)ccc2n(C)c1=O	-0.8	-20	-1.0	1	-3	-2[fluorescence artefact?]	0.2	-5	-5
COc1cc(C(F)(F)F)nc(-c2ccccn2)n1	1.6	-9	0.5	-5	-0.1	-2	2.2	-3	9
CC12CCC(C(=O)O)(c3nc(C#N)c(C#N)nc31)C2(C)C (stereo unspecified)	0.6	-13	-0.7	-8	-0.03	2	0.3	2	2
CN(C)C(=O)c1sccc1Oc1ccc(F)cc1[N+](=O)[O-]	0.7	9	0.6	2	x	1	-0.3	-10	-15
COc1cccc(-n2c(SCC(=O)N3CCOCC3)nc3c([nH]c4ccccc43)c2=O)c1	-0.2	x	-0.7	x	1.1	x	1.0	x	-7
CCOC(=O)C1CCCN(C(=O)/C=C/c2cccc([N+](=O)[O-])c2)C1 (stereo unspecified)	-0.8	12	-1.1	-17	0.68	-7	0.0	-9	-24
CCOc1ccc(C(=O)SC2=NCCS2)cc1	-0.2	28	-1.4	-2	x	-3	0.5	16	9
COC(=O)C1CCN(C(=O)COC(=O)CC(NC(C)=O)c2ccccc2)CC1 (stereo unspecified)	0.6	-11	-0.6	-19	-0.51	2	-0.6	-32	-2

Source: PubChem (several laboratories)
